# aSyn tox rescue: qHTS of alpha-syn Inhibitors: NCGC Sytravon Library Screen. S. cerevisiae alpha-synuclein toxicity rescue, BacTiter-Glo growth, 24 h. Potency, µM (top dose mostly 46.1 µM), for inactives: at the highest dose growth rescue (activation), most hits filed as activators. actives 0.02% (n = 94,000). AID 1347070, 2019; active means well fitted activation curve with a large enough effect; inconclusive means small, poorly fitted or top-dose-only effect; further: 0% is about no effect
#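 Growth restoration measured by BacTiter-Glo luminescence after 24 hr at 30 deg C; alpha-synuclein yeast, raffinose-pregrown to mid-log, were added at OD600=0.02 in galactose medium onto pinned compounds.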
# The depositor's hits bear a star; ? = inconclusive; & = joins results of further samples; [ ] = dose if it differs, or a comment. Potency means the concentration at half of the fitted maximal effect. A portion of the library. The share of hits here may be higher or lower than overall.
SMILES,aSyn tox rescue
O=C(NS(=O)(=O)Oc1ccc(F)cc1F)OC[C@@H]1CCCN2CCCCC12 (some centres not stated),1%
CCC(C)NC(=O)CCc1c(C)nc2nc(-c3cc(OC)cc(OC)c3)nn2c1C (configuration not stated),4%
CCOc1ccccc1N(CC)C(=O)Cn1ncc2c1-c1ccccc1OC2,?
CCOc1ccc2c(c1)c(=O)c(C(=O)c1ccc(CC)cc1)cn2CC(=O)Nc1ccccc1C,5%
COc1ccc(CCNC(=O)c2ccc3c(c2)ncn3-c2ccc(C)cc2C)cc1OC,-18%
CC1CCN(S(=O)(=O)c2ccc(C(=O)Nc3nc4ccc(F)cc4s3)cc2)CC1,0%
COc1ccc(NC(=O)CC2C(=O)N(c3ccc(F)cc3)C(=O)N2Cc2ccco2)cc1 (configuration not stated),1%
CCc1cccc(NC(=O)CCN2C(=O)c3ccccc3Sc3ncccc32)c1,25%
CC(CCc1ccccc1)NC(=O)CNc1cccc([N+](=O)[O-])c1 (configuration not stated),3%
CC(C)N1CCc2nc(SCC(=O)Nc3cccc(F)c3)[nH]c(=O)c2C1,5%
Cn1nc(-c2ccccc2)c(-c2ccccc2)c(C(=O)Nc2ccccc2C(N)=O)c1=O,-11%
CCOc1cccc(CNC(=O)c2ccc(N3CCCC3)c(NC(=O)NCc3ccccc3)c2)c1,-4%
O=C(CSc1nccn1Cc1ccc(Cl)cc1)NCc1ccccc1,20%
COc1ccccc1N1CCN(C(=O)CSc2nc3ccccc3nc2Cc2ccc(C)cc2)CC1,21%
CC(=O)N(c1ccc2oc(=O)sc2c1)S(=O)(=O)c1ccc(C)cc1,-8%
O=C(COc1ccccc1)Nc1cccc(-c2cn3cccnc3n2)c1,-15%
COC(=O)c1ccc(C#Cc2ccccc2)o1,-6%
Cc1cccc(Nc2nnc(-c3ccc(C)c(S(=O)(=O)N4CCN(C)CC4)c3)c3ccccc23)c1,7%
COc1cc(NC(=O)c2cc3c(=O)n(Cc4ccco4)ccc3nc2C)cc(OC)c1OC,-2%
COc1ccc(Cn2cc(C(=O)c3ccc(F)cc3)c(=O)c3cc4c(cc32)OCCO4)cc1,-3%
CCCCCC(=O)N1C[C@@H](O)[C@H](n2cc(C3CC3)nn2)C[C@@H]1c1ccccc1,-3%
CCn1ccc2cc(S(=O)(=O)N3CCC(C(=O)NCc4ccc(OC)cc4)CC3)ccc21,3%
O=C(CN1CCc2ccccc21)NC(=O)NCc1ccccc1,6%
COc1ccc(C(=O)NCC(c2cccnc2)N2CCc3ccccc3C2)cc1 (configuration not stated),4%
CCc1cccc(NC(=O)Cn2c(=O)n(Cc3ccccc3)c(=O)c3c2c2cc(OC)ccc2n3C)c1,0%
CCOC(=O)c1c(C)[nH]c(C)c1S(=O)(=O)N1CCCC(C(=O)N2CCN(c3ccccc3)CC2)C1 (configuration not stated),3%
Cc1cc(C)c(S(=O)(=O)N2CCN(c3ccccn3)CC2)c(C)c1,16%
Cc1ccc(-n2ncc3c(N4CCCCCC4)ncnc32)cc1Cl,3%
O=C(CCSCc1ccccc1Cl)NCc1ccc(F)cc1Cl,25%
COc1ccccc1C(N)=S,-1%
COc1ccc(NC(=O)CSCC(=O)Nc2ccccc2N2CCCCC2)cc1,-4%
O=C(Cn1cc(SCc2ccc(F)cc2)c2ccccc21)N1CCCC1,?
Cc1ccc2c(=O)c(C(=O)c3ccc(Cl)cc3)cn(CC(=O)Nc3ccc4c(c3)OCCO4)c2n1,4%
N#Cc1ccc(OCC(=O)OCC(=O)N2CCc3ccccc32)cc1,-1%
Cc1ccc(CNC(=O)c2ccc3nc(N4CCCCC4)sc3c2)cc1,9%
CCCCCn1c(C(Cc2ccccc2)NC(C)=O)nc2ccccc21 (configuration not stated),7%
CC1(C)Cc2c(c(-c3ccccc3)nc3sc4c(=O)[nH]c(=S)[nH]c4c23)CO1,0%
COCCCNC(=O)CN(c1cc([N+](=O)[O-])ccc1OC)S(C)(=O)=O,5%
CCC1NC(=O)c2ccccc2N1c1cccc(Cl)c1 (configuration not stated),17%
Cc1ccc(C2=NC(c3ccccc3)=Nc3ccc(Cl)cc3N2)cc1,-21%
CC1(C)N([O-])C2=C(CCCC2)[N+]1=O,6%
CCOC(=O)Nc1ccc2c(COC(=O)CN(C)S(=O)(=O)c3ccc(C)cc3)cc(=O)oc2c1,-1%
Cc1ccc(C)c(-n2c(CNC(=O)c3ccco3)nnc2SCC(=O)Nc2nnc(C)s2)c1,-5%
CNC(=O)c1c(C)noc1C,-9%
CCN(CC)C(=O)CN1C(=O)c2cccc3cccc(c23)C1=O,-3%
COc1cc(-c2nnn(CC(=O)Nc3ccc(OC(F)(F)F)cc3)n2)cc(OC)c1OC,-10%
CCOC(=O)c1ccc(NC(=O)c2csc3c2CCCCC3)cc1,-32%[inhibitor]
COc1cccc(C2=CC(c3ccccc3F)n3c(nc4ccccc43)N2)c1 (configuration not stated),-3%
CCOc1ccc(CCNC(=O)NCc2noc3ccc(C)cc23)cc1,3%
Cc1sc2ncnc(N3CCC(C(=O)N(C)CC(=O)Nc4ccc(Cl)c(C(F)(F)F)c4)CC3)c2c1C,5%
Cc1ccc(NC(=O)C(=O)NCC(c2cccnc2)N2CCN(C)CC2)cc1 (configuration not stated),-1%
CNC(=O)NC(=O)C(C)N1CCN(C/C=C/c2ccccc2)CC1 (configuration not stated),7%
CCOC(=O)C1=C(COC(=O)Cc2ccccc2[N+](=O)[O-])NC(=O)NC1C (configuration not stated),-1%
NNC(=O)CCc1nc2ccc(O)cc2[nH]1,0%
CCSc1nn(CC(=O)Nc2cccc(Cl)c2)c(N)c1S(=O)(=O)c1ccc(OC)cc1,3%
O=C(NCc1ccccc1Cl)c1ccc2nnsc2c1,0%
CCN(CC)c1ccc(NC(=O)COc2ccc(C#N)cc2)cc1S(=O)(=O)Nc1ccc(OC)cc1,3%
Cc1cccc(NC(=O)c2ccc(NCCO)c([N+](=O)[O-])c2)n1,-5%
Cc1ccc(F)cc1NC(=O)Cn1c(C)cc(C)c(C#N)c1=O,-11%
O=C(Nc1ccc(C(=O)O)cc1)/C(=C\C=C\c1ccccc1)NC(=O)c1cccc(Br)c1,4%

# 17 of the compounds above, bar-delimited:
SMILES | aSyn tox rescue
CC1(C)N([O-])C2=C(CCCC2)[N+]1=O | 6%
CCOC(=O)Nc1ccc2c(COC(=O)CN(C)S(=O)(=O)c3ccc(C)cc3)cc(=O)oc2c1 | -1%
Cc1ccc(C)c(-n2c(CNC(=O)c3ccco3)nnc2SCC(=O)Nc2nnc(C)s2)c1 | -5%
CNC(=O)c1c(C)noc1C | -9%
CCN(CC)C(=O)CN1C(=O)c2cccc3cccc(c23)C1=O | -3%
COc1cc(-c2nnn(CC(=O)Nc3ccc(OC(F)(F)F)cc3)n2)cc(OC)c1OC | -10%
CCOC(=O)c1ccc(NC(=O)c2csc3c2CCCCC3)cc1 | -32%[inhibitor]
COc1cccc(C2=CC(c3ccccc3F)n3c(nc4ccccc43)N2)c1 (configuration not stated) | -3%
CCOc1ccc(CCNC(=O)NCc2noc3ccc(C)cc23)cc1 | 3%
Cc1sc2ncnc(N3CCC(C(=O)N(C)CC(=O)Nc4ccc(Cl)c(C(F)(F)F)c4)CC3)c2c1C | 5%
Cc1ccc(NC(=O)C(=O)NCC(c2cccnc2)N2CCN(C)CC2)cc1 (configuration not stated) | -1%
CNC(=O)NC(=O)C(C)N1CCN(C/C=C/c2ccccc2)CC1 (configuration not stated) | 7%
CCOC(=O)C1=C(COC(=O)Cc2ccccc2[N+](=O)[O-])NC(=O)NC1C (configuration not stated) | -1%
NNC(=O)CCc1nc2ccc(O)cc2[nH]1 | 0%
CCSc1nn(CC(=O)Nc2cccc(Cl)c2)c(N)c1S(=O)(=O)c1ccc(OC)cc1 | 3%
O=C(NCc1ccccc1Cl)c1ccc2nnsc2c1 | 0%
CCN(CC)c1ccc(NC(=O)COc2ccc(C#N)cc2)cc1S(=O)(=O)Nc1ccc(OC)cc1 | 3%

# For convenience, part of the list above.
SMILES,aSyn tox rescue
COc1cc(-c2nnn(CC(=O)Nc3ccc(OC(F)(F)F)cc3)n2)cc(OC)c1OC,-10%
CCOC(=O)c1ccc(NC(=O)c2csc3c2CCCCC3)cc1,-32%[inhibitor]

# Next records
SMILES,aSyn tox rescue
COCCCNc1nc(N)c([N+](=O)[O-])c(NCC2CCCO2)n1 (configuration not stated),-4%
CCCNC(=O)C(=O)NCC(c1ccc2c(c1)OCO2)N1CCOCC1 (configuration not stated),-2%
CC(Oc1ccc2c(-c3ccccc3)cc(=O)oc2c1)C(=O)NCC1CCC(C(=O)O)CC1 (configuration not stated),6%
CC1=C(C(=O)Nc2ccc(C)cc2C)C(c2ccccc2)n2nc(SCC(=O)c3ccc(C)cc3)nc2N1 (configuration not stated),-15%
O=C(Cn1cnc2ccccc2c1=O)Nc1ccc(N2CCOCC2)cc1,-7%
O=C(c1cnc2cc(-c3ccccc3)nn2c1)c1cc([N+](=O)[O-])ccc1O,-22%
COc1ccc(NC(=S)Nc2ccc(N(C)C(C)=O)cc2)cc1,7%
CCN(C(=O)Nc1cccc2ccccc12)c1ccccc1,-4%
O=C(NCc1ccc2c(c1)CCN2C(=O)c1ccccc1)Nc1cc(F)ccc1F,-9%
Cc1nn2c(=O)cc(COC(=O)C(c3ccccc3)c3ccccc3)nc2s1,5%
CCOC(=O)c1c(C)[nH]c(C)c1S(=O)(=O)NCC(=O)NCc1ccccc1Cl,-3%
Cc1ccccc1CSCCC(=O)NCCC1=CCCCC1,6%
O=[N+]([O-])c1cccc(C(=S)N2CCN(c3ccccc3F)CC2)c1,2%
Cc1cccc(NC(=O)CNC(=O)COc2cc(F)ccc2[N+](=O)[O-])c1C,6%
CN(CC(=O)NCCC1=CCCCC1)S(=O)(=O)c1ccc2c(c1)CCC(=O)N2,-1%
Cc1ccc(C(C)C)c(OCC(=O)Nc2ccc(-c3nc4ncccc4o3)cc2C)c1,5%
Cc1ccc(NS(=O)(=O)c2ccc3c(c2)CC(=O)N3)cc1C,-11%
Cc1cccc(NC(=O)CNC(=O)c2sc3ccccc3c2Cl)n1,-3%
Fc1ccc(CNc2nc(-c3ccccc3)cc(C(F)(F)F)n2)cc1,-9%
O=C(NCCCn1ccnc1)C(=O)NCC1OCCN1S(=O)(=O)c1ccc2c(c1)OCCO2 (configuration not stated),2%
CC(C)n1c(=N)c(C(=O)NC2CCCCC2)cc2c(=O)n3ccccc3nc21,-4%
Cc1ccc(NC(=O)C2CCN(S(=O)(=O)c3c(C)noc3C)CC2)cc1C,-5%
COc1ccc(CN2C(=O)C(CC(=O)NCCCCc3ccccc3)CC(C(=O)N(C)C)=C2C)cc1 (configuration not stated),3%
O=C(c1ccccc1F)N1c2ncnn2C2(CCCCC2)[C@@H]2CCCC[C@@H]21,-13%
Cc1ccccc1Cn1nnc2c(=O)[nH]c(C3CCN(C(=O)c4ccc(F)cc4)CC3)nc21,-5%
O=C(Cn1ncc2c3ccccc3n(Cc3ccccc3F)c2c1=O)NCc1ccccc1Cl,2%
COc1cccc(-n2c(=O)c3cc(OC)c(OC)cc3n(CC(=O)Nc3ccccc3)c2=O)c1,-10%
C[C@H](CO)N1C[C@H](C)[C@H](CN(C)Cc2cccc(O)c2)OCc2ccccc2-c2c(n(C)c3ccccc23)C1=O,10%
COc1ccc(CNC(=O)CCC(=O)N2CC(C)Oc3ccccc32)cc1 (configuration not stated),0%
Cc1cc(C)c(S(=O)(=O)NCCc2cc3ccc(C)c(C)c3[nH]c2=O)c(C)c1,1%&8%
C=CCNC(=O)N1CCC(c2nc3ccccc3s2)CC1,0%
O=C(O)COc1ccc(NC(=O)c2ccc(NC(=O)c3ccco3)cc2)cc1,2%
Cc1cccc(NC(=O)COc2ccc(-c3nn(C)c(=O)c4ccccc34)cc2)c1,2%
CC1CCC(NC(=O)CN(C)S(=O)(=O)c2cccc3cccnc23)CC1 (configuration not stated),-2%
CCN(CC)S(=O)(=O)c1ccc(OC)c(NC(=O)c2sc3ccccc3c2Cl)c1,1%
CCc1ccc(NC(=O)C2CCN(C(=O)N3CC(CC)Oc4ccccc43)CC2)cc1 (configuration not stated),6%
Cc1ccc(C(=O)NC(C)c2ccc(-n3ccnc3)cc2)o1 (configuration not stated),-1%
CCC(C)c1ccc(OCc2ccc(C(=O)OC)o2)cc1 (configuration not stated),-2%
CN(CC(=O)Nc1ccc(Cl)cc1)C(=O)CCc1nc2sc3c(c2c(=O)[nH]1)CCCC3,0%
C/C(=N/NC(=O)CNC(=O)c1ccc2c(c1)OCO2)c1ccc2c(c1)CCCC2,3%
Cc1ccc(N2C(=O)CS(=O)(=O)C23C(=O)Nc2ccccc23)cc1C (configuration not stated),10%
COc1ccc(-c2cc(C(=O)NCCc3ccc(S(N)(=O)=O)cc3)c3ccccc3n2)cc1,-6%
O=C(NCc1ccc2c(c1)CCN2C(=O)c1ccncc1)c1cccc(Cl)c1,-4%
O=C(Nc1ccccc1)c1ccc(NCCN2C(=O)CCC2=O)c([N+](=O)[O-])c1,-4%
CCc1ccc(NC(=O)N2CCC(c3ccccc3)C2)cc1 (configuration not stated),9%
CC1CN(c2nnc(-c3ccccc3)c3ccccc23)CC(C)O1 (configuration not stated),13%
Cc1ccccc1NC(=O)Cn1c(=O)n(Cc2ccc3c(c2)OCO3)c(=O)c2ccc(C(=O)NC3CCCCC3)cc21,4%
O=c1c(-c2cc(-c3ccccc3)nc3c2COc2ccc(Cl)cc2-3)coc2ccccc12,-17%
Cc1ccc(N(C)C(=O)C2CCCN2S(=O)(=O)c2cccc3nsnc23)cc1 (configuration not stated),-8%
COc1ccc(-c2noc(-c3ccc(NCc4cccnc4)c([N+](=O)[O-])c3)n2)cc1,3%
CCn1c(=O)c2cc(C(=O)NC3CCC(C)CC3)sc2c2ccccc21 (configuration not stated),-2%
CCOc1ccc(Nc2oc(/C=C/c3cccc(OC)c3)nc2C#N)cc1,2%

# Source: PubChem BioAssay (National Center for Advancing Translational Sciences (NCATS))
